Source: PubChem BioAssay (Broad Institute)
esBAF inh = blocks esBAF chromatin remodeling in mouse ES cells. hit rate 2% among 350,000. reporter increase, % at 12.5 µM. Bmi1-luciferase knock-in reporter, 24 h; 100% = twice the neutral-well signal; in the data active means activation above about 40%;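 further: 0% = median of the plate's neutral control wells and 100% = double that signal; a rise in the Bmi1 reporter signal indicates esBAF inhibition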
S100A4 inh HTS = inhibitors of human S100A4 binding to myosin IIA peptide. hit rate 0.14% among 360,000. S100A4/TAMRA-MyoIIA peptide fluorescence polarization. inhibition, % at 10.7 µM. P26447;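 active means mean inhibition of at least 70% across replicates, with every replicate also reaching that level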
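Material: S100A4 monomer protein | Medium: HEPES pH 7.2 with CaCl2, KCl, NaCl, DTT, Triton | Reagent: Labelled myosin peptide probe, 5 nM | Doses: One dose per compound | Times: 5 min incubation before reading | Benchmarks: Neutral control DMSO, positive control TFP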
ERAP1 inh = inhibitors of human ERAP1 aminopeptidase | Q9NZ08 | recombinant ERAP1, Leu-AMC fluorescence, 60 min | inhibition, % at 10.7 µM | hit rate 0.15% among 340,000;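 active means mean replicate inhibition of at least 30%, or all replicates individually reaching that 30% level; inactive means mean below 30% and not every replicate reaching it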;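 further: 0% = neutral control wells and 100% = L-leucinethiol positive control wells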
Target sequence (Q9NZ08 whole entry, looked up): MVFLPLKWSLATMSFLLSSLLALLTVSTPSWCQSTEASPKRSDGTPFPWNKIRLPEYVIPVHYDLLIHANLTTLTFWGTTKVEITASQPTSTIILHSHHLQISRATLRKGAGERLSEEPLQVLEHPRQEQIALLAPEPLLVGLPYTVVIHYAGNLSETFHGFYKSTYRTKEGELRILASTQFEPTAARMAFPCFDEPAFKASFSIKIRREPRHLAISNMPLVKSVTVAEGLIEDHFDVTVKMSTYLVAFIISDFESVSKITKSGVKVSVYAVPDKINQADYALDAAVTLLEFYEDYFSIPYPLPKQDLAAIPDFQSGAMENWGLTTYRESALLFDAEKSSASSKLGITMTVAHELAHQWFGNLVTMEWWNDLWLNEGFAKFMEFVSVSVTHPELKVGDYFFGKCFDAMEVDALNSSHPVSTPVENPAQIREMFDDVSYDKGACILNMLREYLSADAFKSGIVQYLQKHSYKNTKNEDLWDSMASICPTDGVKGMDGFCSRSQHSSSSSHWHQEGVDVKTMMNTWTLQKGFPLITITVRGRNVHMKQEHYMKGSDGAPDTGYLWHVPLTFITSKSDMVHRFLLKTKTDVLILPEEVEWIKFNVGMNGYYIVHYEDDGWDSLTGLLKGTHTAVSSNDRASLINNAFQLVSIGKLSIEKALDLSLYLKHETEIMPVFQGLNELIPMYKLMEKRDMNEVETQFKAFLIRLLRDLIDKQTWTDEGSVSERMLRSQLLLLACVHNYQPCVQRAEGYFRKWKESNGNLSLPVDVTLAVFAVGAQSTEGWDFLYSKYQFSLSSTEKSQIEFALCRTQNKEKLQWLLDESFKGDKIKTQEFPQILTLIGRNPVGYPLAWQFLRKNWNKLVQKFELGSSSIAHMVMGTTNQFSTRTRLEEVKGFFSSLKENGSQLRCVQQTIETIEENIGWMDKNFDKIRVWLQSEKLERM
E-selectin induc = E-selectin induction on HUVECs | hit rate 0.37% among 260,000 | P16581 | activation, % at 7.58 µM | HUVEC E-selectin immunofluorescence imaging; normalized: neutral wells 0, TNF-alpha wells 100;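 active means mean E-selectin-positive cell signal at least 10% of the positive control, reached in at least 60% of replicates, without over 20% cell loss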;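 further: in these data hits start at about 27%; measured in HUVEC primary endothelial cells; signal is the percent of cells scored E-selectin positive by PE staining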
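Read-out: % PE-positive cells | Test system: HUVEC | Doses: One compound dose added by pin transfer | Buffer or medium: EGM-2 over gelatin coat | Signal: Immunofluorescence imaging | Benchmarks: TNF-alpha, DMSO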
Xi reactivation = X-chromosome reactivation activator | XiGFP mouse fibroblasts, % GFP-positive cells imaging, 3 d; cells co-treated with 5-aza-dC sensitizer; scaled so ellipticine positive control = 100% | hit rate 0.055% among 360,000 | activation, % at 7.58 µM;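 active means mean normalized replicate activation at least 10% and every replicate at or above 10%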;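 further: 0% = median of on-plate neutral control wells and 100% = ellipticine 6 µM median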
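Assay system: SV40-immortalized XiGFP fibroblast cells, line 68-5-11; buffer or medium: DMEM plus 5-aza-dC sensitizer; compound: one concentration, pinned; timing: compounds 3 days, fix/stain 15 min at room temperature; benchmarks: positive control ellipticine, 6 µM final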
ERp5 inh = blocks human ERp5 reductase activity on insulin | Q15084 | ERp5 insulin aggregation, absorbance 650 nm, 90 min | inhibition, % at 9.99 µM | hit rate 0.05% among 350,000;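 active means mean replicate inhibition above about 25%, with every replicate also reaching it, limit read from the data, passing the limit was not always enough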
RAD52 anneal inh = RAD52 (human) annealing inhibition | hit rate 0.46% among 360,000 | recombinant RAD52 DNA annealing, FRET fluorescence | inhibition, % at 18.7 µM | P43351;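 active means every replicate showing at least 50% inhibition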
RAD54 inh = inhibitors of human RAD54 branch migration; Q92698; RAD54 Holliday junction branch migration, FAM/BHQ fluorescence; inhibition, % at 10.4 µM; hit rate 0.14% among 360,000; AID 602329;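 active means mean normalized replicate activity at least 40 and at least half of replicates scoring 40 or more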;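 further: 0% = median of neutral control wells and 100% = median of positive control wells; inhibitors cause a drop in the FAM fluorescence signal; in these data hits start at about 50%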
An asterisk follows results filed as active; nt = not tested or not shown.

Abbreviations: A = esBAF inh; B = S100A4 inh HTS; C = ERAP1 inh; D = E-selectin induc; E = Xi reactivation; F = ERp5 inh; G = RAD52 anneal inh; H = RAD54 inh
COc1cccc2c(=O)c3c([nH]c12)OC(C)(C)C3
  A: -9; B: -3; C: 4; D: 0.2; E: 0.2; F: 2; G: -7; H: 1
C[C@H](CO)N1C[C@H](C)[C@H](CN(C)C)Oc2c(NC(=O)Nc3ccc(F)cc3)cccc2C1=O
  A: 0; B: 4; C: -1; D: 0.0; E: 0.1; F: 0; G: 13; H: 0
Cc1ccc(O)c(N=Cc2cc(Cc3ccccc3)cc([N+](=O)[O-])c2O)c1
  A: nt; B: -22; C: 0; D: 0.4; E: 0.0; F: -7; G: 2; H: nt
Cc1cc(=O)oc2cc(OCC(=O)NC3CC(C)(C)NC(C)(C)C3)ccc12
  A: 0; B: 0; C: 2; D: nt; E: 0.6; F: 4; G: -7; H: 14
Cc1cccc(N2C(=O)c3ccc(Br)cc3C2=O)n1
  A: -2; B: -35; C: 5; D: -0.1; E: 0.2; F: -5; G: -7; H: 2
COc1cc(C(C)=O)ccc1OCC(=O)Nc1ccc(C)c(S(=O)(=O)N2CCCCCC2)c1
  A: -12; B: -16; C: -1; D: nt; E: -0.1; F: 7; G: -42; H: 0
COC(=O)C(NC(=O)CSc1nc(N)cc(=O)[nH]1)c1ccccc1 (configuration not stated)
  A: nt; B: 1; C: 1; D: nt; E: 0.0; F: 2; G: -11; H: nt
CC=Cc1ccc2n(c1=O)C[C@@H]1[C@@H](CO)[C@H](C(=O)Nc3ccccc3)N(CC3CC3)[C@H]21 (mixture of isomers)
  A: 8; B: 5; C: -2; D: -0.4; E: 0.1; F: 3; G: -22; H: 3
Cc1ccc(CNC(=O)/C=C/c2cccs2)cc1
  A: nt; B: 3; C: 5; D: -2.4; E: -0.2; F: 4; G: -5; H: nt
Cc1ccc(-n2nc(C(=O)O)cc2-c2ccccc2Cl)cc1
  A: -11; B: 3; C: -14; D: nt; E: 0.2; F: 1; G: -6; H: -5
c1ccc(-c2nc(NCC3CC3)nc3ccsc23)cc1
  A: 0; B: -2; C: -2; D: -0.2; E: -0.1; F: 4; G: -37; H: -6
O=C(CC1CC1)N1CC2(C1)[C@H](c1ccccc1)[C@@H](CO)N2Cc1ccc(F)cc1
  A: nt; B: 10; C: -2; D: -0.1; E: -0.1; F: -3; G: 2; H: nt
CC1CN(S(=O)(=O)c2cccc(C(=O)OC(C)C(=O)NC3CCCCC3C)c2)CC(C)O1 (configuration not stated)
  A: nt; B: -1; C: -2; D: -0.1; E: 0.1; F: 0; G: -9; H: 3
CC(CN1CCC(n2nccc2NC(=O)CCCc2ccccc2)CC1)c1ccccc1 (configuration not stated)
  A: nt; B: -6; C: -5; D: 0.2; E: 0.1; F: 7; G: -237; H: -10
O=C(Nc1ccc2oc(=O)ccc2c1)c1ccc(-c2ccccc2[N+](=O)[O-])o1
  A: nt; B: 0; C: nt; D: nt; E: 0.0; F: 1; G: -12; H: nt

Arranged by length of the SMILES (low to high): 11 of the compounds above
Abbreviations: A = esBAF inh; B = S100A4 inh HTS; C = ERAP1 inh; D = E-selectin induc; E = Xi reactivation; F = ERp5 inh; G = RAD52 anneal inh; H = RAD54 inh
c1ccc(-c2nc(NCC3CC3)nc3ccsc23)cc1
  A: 0; B: -2; C: -2; D: -0.2; E: -0.1; F: 4; G: -37; H: -6
Cc1cccc(N2C(=O)c3ccc(Br)cc3C2=O)n1
  A: -2; B: -35; C: 5; D: -0.1; E: 0.2; F: -5; G: -7; H: 2
COc1cccc2c(=O)c3c([nH]c12)OC(C)(C)C3
  A: -9; B: -3; C: 4; D: 0.2; E: 0.2; F: 2; G: -7; H: 1
Cc1ccc(-n2nc(C(=O)O)cc2-c2ccccc2Cl)cc1
  A: -11; B: 3; C: -14; D: nt; E: 0.2; F: 1; G: -6; H: -5
COC(=O)C(NC(=O)CSc1nc(N)cc(=O)[nH]1)c1ccccc1 (configuration not stated)
  A: nt; B: 1; C: 1; D: nt; E: 0.0; F: 2; G: -11; H: nt
CC(CN1CCC(n2nccc2NC(=O)CCCc2ccccc2)CC1)c1ccccc1 (configuration not stated)
  A: nt; B: -6; C: -5; D: 0.2; E: 0.1; F: 7; G: -237; H: -10
Cc1cc(=O)oc2cc(OCC(=O)NC3CC(C)(C)NC(C)(C)C3)ccc12
  A: 0; B: 0; C: 2; D: nt; E: 0.6; F: 4; G: -7; H: 14
Cc1ccc(O)c(N=Cc2cc(Cc3ccccc3)cc([N+](=O)[O-])c2O)c1
  A: nt; B: -22; C: 0; D: 0.4; E: 0.0; F: -7; G: 2; H: nt
O=C(Nc1ccc2oc(=O)ccc2c1)c1ccc(-c2ccccc2[N+](=O)[O-])o1
  A: nt; B: 0; C: nt; D: nt; E: 0.0; F: 1; G: -12; H: nt
CC1CN(S(=O)(=O)c2cccc(C(=O)OC(C)C(=O)NC3CCCCC3C)c2)CC(C)O1 (configuration not stated)
  A: nt; B: -1; C: -2; D: -0.1; E: 0.1; F: 0; G: -9; H: 3
C[C@H](CO)N1C[C@H](C)[C@H](CN(C)C)Oc2c(NC(=O)Nc3ccc(F)cc3)cccc2C1=O
  A: 0; B: 4; C: -1; D: 0.0; E: 0.1; F: 0; G: 13; H: 0

(further entries)
Abbreviations: A = esBAF inh; B = S100A4 inh HTS; C = ERAP1 inh; D = E-selectin induc; E = Xi reactivation; F = ERp5 inh; G = RAD52 anneal inh; H = RAD54 inh
CN1CCN(c2ccc([N+](=O)[O-])cc2C(=O)N2CCCCC2)CC1
  A: nt; B: -4; C: 11; D: -0.1; E: -0.1; F: -1; G: -3; H: nt
O=C(NC1CCCCC1)N[C@@H]1CC[C@@H](CCNS(=O)(=O)c2ccc(Cl)cc2)O[C@H]1CO
  A: 3; B: 0; C: 0; D: -0.1; E: -0.4; F: -2; G: 10; H: 5
O=C(Cc1cccc(NC(=O)C2CCN(C(=O)C3CCCCC3)CC2)c1)Nc1cccc(C(=O)N2CCCC2)c1
  A: -5; B: -1; C: 0; D: -0.1; E: 0.4; F: -9; G: 5; H: 1
CCOC(=O)c1ccc2c(c1)[n+](CC)c(C)n2-c1ccccc1
  A: -5; B: -1; C: 24; D: nt; E: 0.1; F: 2; G: -7; H: -1
Cc1nc(Cl)sc1C(=O)NC(C)c1ccc(Cl)cc1 (configuration not stated)
  A: 1; B: -4; C: 1; D: 0.6; E: -0.1; F: -4; G: -9; H: -6
CSc1ccc(CN(C)CCc2ccccn2)cc1
  A: -7; B: -6; C: 1; D: 0.1; E: 0.0; F: -1; G: -16; H: -3
C=CCNC(=O)c1ccccc1NC(=O)Nc1ccccc1
  A: 8; B: -3; C: -2; D: nt; E: nt; F: -2; G: 1; H: 8
CCC(C)(C)n1nnnc1C(c1cccnc1)N1CCC(Cc2ccccc2)CC1 (configuration not stated)
  A: nt; B: -8; C: 0; D: 4.0; E: 0.2; F: 0; G: -15; H: nt
COc1ccc(CCNc2cc(=O)[nH]c(N)n2)cc1
  A: -5; B: -4; C: 3; D: nt; E: nt; F: 4; G: -5; H: -22
CN(C)c1cccc2c1C(=O)c1ccccc1C2=O
  A: nt; B: -3; C: 1; D: nt; E: 0.0; F: -3; G: 9; H: nt
CC1(c2nc3ccccc3[nH]2)CCC2=Nc3ccccc3CN21 (configuration not stated)
  A: nt; B: -1; C: 3; D: 0.1; E: 0.0; F: -3; G: -9; H: nt
O=C(c1ccc2c(Cl)c3c(nc2c1)CCCC3)N1CCN(c2ccc(F)cc2)CC1
  A: 3; B: -3; C: 7; D: 1.3; E: 0.1; F: 0; G: -16; H: 0
COc1ccccc1CCN=C(N)NS(=O)(=O)c1ccccc1
  A: nt; B: -2; C: 2; D: nt; E: 0.1; F: 0; G: -11; H: nt
COc1ccc(NS(=O)(=O)c2cc(N=Nc3c(O)[nH]c(=O)[nH]c3=O)ccc2OC)cc1Br
  A: -3; B: -2; C: 1; D: -0.2; E: 0.1; F: 6; G: -37; H: 0
O=C([C@@H]1[C@@H](CO)[C@@H]2Cn3c(ccc(-c4ccncc4)c3=O)[C@@H]2N1CCC(F)(F)F)N1CCOCC1
  A: 2; B: 0; C: -1; D: -0.4; E: 0.5; F: -4; G: 0; H: 4
Cc1cc(C)n2nc(SCc3cccc(S(=O)(=O)N(C)C)c3)nc2n1
  A: 6; B: 0; C: -3; D: -0.1; E: 0.1; F: -3; G: -2; H: -3
